AID2073 = inhibitors of Mint1-CaV2.2 protein interaction, biochemical, HTRF (AID 2073); Voltage-dependent N-type calcium channel subunit alpha-1B (Homo sapiens); HTRF protein-protein interaction, Mint1-CaV2.2; higher % means a stronger effect; one-dose inhibition, % at 20 µM; IC50 in µM for titrated hits; 290,000 tested, 0.19% active; in the data active = inhibition mostly above about 51%, no sharp cut-off; inconclusive = no clear call, values can overlap the other calls; inactive = mostly below about 53%; note: some results filed as inactive read as strong as hits
Hep lipid drop = inhibitors of hepatocyte lipid droplet formation, primary screen, imaging, high-throughput imaging, BODIPY stain | AML12 mouse hepatocytes, oleate lipid droplets | 240,000 tested, 0.4% active | AID 1656, 2009 | inhibition, % at 6.5 µM;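 active = lipid droplet intensity inhibited by at least 50%, with more than 500 cells counted; inconclusive = wells with under 300 cells, treated as cytotoxic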
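Assay system: AML12 mouse liver cells | Compound: 6.5 µM single-point dosing | Schedule: Overnight exposure | Technique: Fluorescence imaging, 20x objective, two fields per well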
Siah-1 displacement = Siah-1 peptide-binding antagonists, primary screen, biochemical, fluorescence polarization, rhodamine-plectin, uHTS (AID 1817); Siah-1 / rhodamine-plectin peptide fluorescence polarization; higher % means a stronger effect; displacement, % at 20 µM, or IC50 in µM where a hit was titrated; 290,000 tested, 0.02% active;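 active = displacement of at least 50% at 20 µM, with a fluorescence ratio check between 0.3 and a set limit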;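 note: plate controls were Siah plus tracer with DMSO for no effect and tracer alone without Siah for full effect; strong numbers were not always called active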
XIAP antagonists = XIAP antagonists, biochemical, IAP family, fluorescence polarization (AID 1018); 200,000 tested, 0.007% active; displacement, % at 20 µM; hits with a dose series show IC50 in µM; E3 ubiquitin-protein ligase XIAP (Homo sapiens); XIAP BIR domain, fluorescence polarization peptide displacement; higher % means a stronger effect; in the data active = displacement above about 50%; note: a part of the inactive calls stands beside numbers as strong as those of hits
Myeloid diff 2 = induction of myeloid progenitor differentiation, primary screen, cell-based, flow cytometry, MLPCN library | ER-HoxA9 myeloid progenitors, lysozyme-GFP differentiation | calls only at 10 µM | 360,000 tested, 1% active;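 active = normalized GFP-positive differentiation at or above the plate's own cutoff, the solvent-only control mean plus 3 SD; inconclusive = no clear call, values can overlap the other calls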;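 note: cells exposed to compound for four days before flow analysis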
HIV fusion peptide = inhibitors of HIV fusion peptide binding, primary screen, biochemical, uHTS, fluorescence dequenching (AID 1986) | cell-free peptide binding, fluorescence dequenching, 30 min; higher % means a stronger effect | inhibition, % at 20 µM, or IC50 in µM where a hit was titrated | 290,000 tested, 0.3% active; in the data active = inhibition mostly above about 52%, no sharp cut-off; inactive = mostly below about 76%; note: some results filed as inactive read as strong as hits
LYP inhibition = inhibitors of LYP phosphatase, biochemical, fluorescence intensity, uHTS (AID 1779) | Tyrosine-protein phosphatase non-receptor type 22 (Homo sapiens) | recombinant LYP phosphatase, fluorescence intensity; higher % means a stronger effect | inhibition, % at 11.5 µM, or IC50 in µM where a hit was titrated | 290,000 tested, 0.054% active;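 note: plate controls were vehicle with enzyme for no effect and no enzyme for full effect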
NS5 inhibitors = Dengue-2 NS5 methyltransferase inhibitors, primary screen, biochemical, confirmation dose response (AID 588689); Genome polyprotein (Dengue virus type 2 (strain 16681-PDK53)); Dengue-2 NS5 methyltransferase capping enzyme assay, biochemical; higher % means a stronger effect; inhibition, % at 25 µM; hits with a dose series show IC50 in µM; 340,000 tested, 0.3% active; in the data active = a potency from the dose series; inconclusive = inhibition above about 29% without an active follow-up result
NOD2 inhibition = NOD2 signaling inhibitors, cell-based, luminescence, uHTS, HEK293 (AID 1566); HEK293 NOD2/NF-kB luciferase reporter, luminescence; higher % means a stronger effect; inhibition, % at 4 µM, or EC50 in µM where a hit was titrated; 290,000 tested, 0.63% active; note: many of its hits are not listed in these tables
Hep lipid drop cells 6.5 µM = further read-out of Hep lipid drop, marked with its call; cell count; measured here: cell count, cytotoxicity flag;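 cells counted across two imaged fields per well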
Myeloid diff 2 GFP+ MAC1+ % = also measured in Myeloid diff 2; calls as there; GFP+ MAC1+ double positive, %; measured here: differentiation confirmed by MAC1 staining
Active calls of the source: *; i = inactive; ? = inconclusive; . = not tested or not shown. Cut-off read from the data, not from the text of the source, unless noted: active = inhibition above about 50%; inactive = the rest. Not all compounds are listed. The share of hits here may be higher or lower than overall.

Values in the order: Hep lipid drop	HIV fusion peptide	Siah-1 displacement	NOD2 inhibition	Myeloid diff 2	NS5 inhibitors	AID2073	Hep lipid drop cells 6.5 µM	Myeloid diff 2 GFP+ MAC1+ %	LYP inhibition	XIAP antagonists
- COc1ccc(C(=O)N2CCC(C(=O)N3CCN(c4ccc(OC)cc4)CC3)CC2)cc1
    -10.5	0.3%	5.4%	-1.2%	i	4.8%	4.8%	756	0.3	-7.7%	.
- O=C(Cc1cccs1)NCCc1csc(-c2ccccc2)n1
    -12.1	3.4%	-1.0%	17.0%	i	-11.6%	14.3%	673	0.7	-4.9%	.
- Cn1c(=O)c2cc3ccccc3nc2n(C)c1=O
    4.0	-1.1%	2.6%	-23.1%	i	-0.8%	6.6%	768	0.5	-6.2%	.
- O=C(O)c1ccc2c(c1)C(=O)N(CCc1c[nH]c3ccccc13)C2=O
    -5.1	2.7%	7.0%	-62.9%	i	2.0%	5.4%	839	0.8	-5.9%	.
- O=c1c2ccccc2ncn1-c1ccc([N+](=O)[O-])cc1Cl
    -1.6	-0.7%	10.7%	12.6%	i	-3.5%	-7.5%	786	0.9	-7.0%	.
- CCCCNC(=O)/C(C#N)=C/c1cccnc1
    -1.2	-0.1%	-1.5%	-17.5%	i	-3.7%	1.7%	660	0.2	-5.1%	-5.3%
- Cc1ccc(-c2nnc(CSc3nc4cc5c(cc4cc3C)OCO5)o2)cc1
    .	1.1%	-0.7%	8.1%	i	-4.5%	14.1%	.	3.3	-5.2%	-3.2%
- Cc1sc2nc(CSc3ccccc3)nc(N3CCOCC3)c2c1C
    -17.1	-0.1%	-3.7%	16.8%	i	-2.2%	-7.3%	659	0.9	-8.1%	0.1%
- Cc1sc2nc(CSc3cccc(C(F)(F)F)c3)[nH]c(=O)c2c1C
    -4.2	1.7%	1.9%	2.2%	i	-3.6%	1.5%	681	0.7	1.7%	-12.4%
- O=C(CCn1ccnc1)Nc1cc(Cl)ccc1O
    -38.0	-2.2%	1.4%	5.7%	i	-9.8%	1.6%	848	2.6	-3.3%	.
- CCNc1nc(NCC)nc(OCC(=O)O)n1
    3.5	0.8%	-1.3%	17.9%	i	2.3%	1.4%	686	0.2	-12.4%	.
- Cn1c(N)c(C(=O)COC(=O)C2=NNC(=O)CC2)c(=O)n(C)c1=O
    5.9	-0.3%	-1.1%	5.3%	i	-8.7%	-0.4%	720	1.0	-8.3%	.
- CCOC(=O)CC1C(=O)NCCN1C(=O)COc1ccc(Br)cc1C (configuration not stated)
    -18.0	-1.5%	2.4%	9.8%	i	0.0%	6.3%	667	1.0	-2.8%	-4.3%
- CN[C@H]1CCc2cc(OC)c(OC)c(OC)c2-c2ccc(N(C)CC(OC)OC)c(=O)cc21
    .	-0.6%	-0.1%	3.9%	?	-3.3%	5.6%	.	.	-3.1%	.
- O=C(OC1CCOC1=O)c1cc(-c2cccs2)nc2ccccc12 (configuration not stated)
    12.7	-1.2%	12.9%	5.2%	i	-14.5%	30.0%	734	0.5	-6.3%	-9.0%
- COc1ccc(N(CC(=O)N2CCCC(C)C2)S(=O)(=O)c2c(C)nn(C)c2C)cc1 (configuration not stated)
    .	-1.9%	4.7%	13.9%	i	-0.7%	-1.7%	.	3.9	-9.5%	-5.4%
- O=C(Nc1ccccc1Cl)ON=C1c2ccccc2-c2ccccc21
    .	-0.5%	-2.2%	18.5%	i	-3.1%	-3.4%	.	1.9	-13.0%	-4.8%
- Cc1nc(CNC(=O)c2ccccc2OC2CCN(S(C)(=O)=O)CC2)cs1
    -5.5	2.0%	3.8%	-6.2%	i	-6.1%	-1.9%	740	0.5	1.9%	-9.7%
- OC(COCc1ccccc1)Cn1cnc2ccccc21 (configuration not stated)
    .	0.1%	-2.6%	17.8%	i	1.6%	-5.0%	.	2.3	-4.6%	-1.3%
- Cc1onc(-c2ccccc2)c1C(=O)NNC(=S)NC(=O)/C=C/c1ccccc1
    23.0	4.3%	-13.2%	19.0%	i	-1.9%	-16.3%	518	1.5	-4.2%	-8.3%

Some of the entries so far, with bars between the fields:
compound | Hep lipid drop | HIV fusion peptide | Siah-1 displacement | NOD2 inhibition | Myeloid diff 2 | NS5 inhibitors | AID2073 | Hep lipid drop cells 6.5 µM | Myeloid diff 2 GFP+ MAC1+ % | LYP inhibition | XIAP antagonists
CCOC(=O)CC1C(=O)NCCN1C(=O)COc1ccc(Br)cc1C (configuration not stated) | -18.0 | -1.5% | 2.4% | 9.8% | i | 0.0% | 6.3% | 667 | 1.0 | -2.8% | -4.3%
CN[C@H]1CCc2cc(OC)c(OC)c(OC)c2-c2ccc(N(C)CC(OC)OC)c(=O)cc21 | . | -0.6% | -0.1% | 3.9% | ? | -3.3% | 5.6% | . | . | -3.1% | .

(further entries)
Values in the order: Hep lipid drop	HIV fusion peptide	Siah-1 displacement	NOD2 inhibition	Myeloid diff 2	NS5 inhibitors	AID2073	Hep lipid drop cells 6.5 µM	Myeloid diff 2 GFP+ MAC1+ %	LYP inhibition	XIAP antagonists
- CN(C)C(=O)c1cccn1-c1ncc(C(F)(F)F)cc1Cl
    -3.0	-2.0%	8.4%	8.6%	i	-6.6%	7.4%	685	0.6	1.8%	-7.3%
- Cc1ccc(Cl)cc1N1CCN(S(=O)(=O)c2c(C)[nH]c(=O)[nH]c2=O)CC1
    .	-0.4%	4.6%	10.9%	i	0.0%	-2.9%	.	2.8	-4.1%	-3.5%
- NC(=O)CC(NC(=O)Cc1ccc(Br)cc1)c1ccc(N2CCC(Br)CC2)c([N+](=O)[O-])c1 (configuration not stated)
    2.9	-6.7%	-1.7%	-5.5%	i	-6.4%	-13.8%	750	1.0	-19.9%	.
- CCCCCCCC1CC(CSC(=N)N)OC1=O (configuration not stated)
    -40.9	1.3%	5.9%	19.9%	i	-3.5%	10.6%	749	0.9	-2.7%	-1.3%
- CCOC(=O)c1c(NC=O)sc2c1CCC2
    5.3	-2.7%	2.2%	7.1%	i	-3.9%	9.0%	792	0.6	-4.7%	-1.2%
- COCCCN1CN=C(Nc2nc3ccccc3o2)NC1
    -1.6	-0.3%	3.5%	-31.2%	i	-5.3%	39.1%	697	0.1	8.2%	-8.0%
- COc1ccc(N2CCN(C(=O)C3CCCN(S(=O)(=O)c4ccc(C)cc4)C3)CC2)cc1 (configuration not stated)
    -0.7	-1.7%	-1.3%	-30.1%	i	-8.2%	?	782	1.8	4.0%	.
- Clc1ccc2c(c1)-c1nnc(Br)n1-c1ccccc1S2
    -29.6	0.7%	14.5%	20.4%	i	-1.6%	5.9%	736	0.7	-0.7%	-2.4%
- Cc1ccc(-c2cccc(OC(=O)c3ccccc3F)c2)cc1
    .	-1.6%	1.3%	-10.9%	i	-5.6%	6.2%	.	1.0	0.7%	-1.1%
- Cc1nn(C)c(Oc2ccccc2)c1CCNC(=O)CCl
    -1.7	0.8%	-2.0%	14.4%	i	-9.3%	11.3%	696	0.5	-15.6%	-4.0%
- COCCn1c(SCC(=O)Nc2ccccc2OC)nc2c(oc3ccccc32)c1=O
    -12.8	5.4%	-1.2%	8.9%	i	-5.3%	-2.0%	691	0.4	4.2%	-4.3%
- CC(=O)c1csc(-c2ccccc2)n1
    0.2	1.8%	-3.1%	-12.0%	i	-3.9%	12.0%	641	0.8	-1.8%	23.5%
- CC(C)(C)OC(=O)N1CCN(c2ccc(NC(=O)c3ccco3)cc2)CC1
    -9.4	-1.4%	3.2%	-6.5%	.	-3.3%	-1.0%	713	.	-11.3%	.
- NC(=O)NC(=O)CN1C(=O)NC2(CCOc3ccccc32)C1=O (configuration not stated)
    -4.0	0.9%	-2.3%	8.2%	i	2.4%	-16.2%	813	1.0	-8.0%	.
- O=C(Nc1nnc(C2=COCCO2)o1)c1cccc([N+](=O)[O-])c1
    19.4	0.4%	6.2%	-2.7%	i	4.5%	9.7%	665	1.3	-3.0%	.
- COc1cccc(C2=NOC(C(=O)Nc3cc(C)on3)C2)c1OC (configuration not stated)
    12.6	-1.7%	-7.6%	5.6%	i	-9.9%	-9.4%	655	0.3	-8.7%	.
- CC(NC(=O)c1cc(S(=O)(=O)N(C)C)ccc1Cl)c1ccc(-n2ccnc2)cc1 (configuration not stated)
    4.5	-1.4%	3.2%	2.2%	i	2.3%	12.5%	683	2.2	-3.9%	.
- COCCNC(=S)Nc1cc(OC)c(NC(=O)c2ccco2)cc1OC
    5.6	0.1%	1.3%	-5.0%	i	-5.7%	-13.5%	782	0.4	7.1%	1.2%
- COc1ccc(CNC(=O)CN(Cc2ccc(Cl)cc2)S(C)(=O)=O)cc1
    1.2	-3.0%	-3.2%	6.5%	i	-6.5%	0.8%	732	0.6	-4.9%	4.2%
- CCN1CCN(c2cc(C)c3cc(NC(=S)N4CC(C)CC(C)C4)ccc3n2)CC1 (configuration not stated)
    -4.0	-2.0%	-9.1%	-2.3%	i	2.3%	-21.0%	658	0.6	-2.0%	-4.9%
- O=C(c1ccc(CS(=O)(=O)c2ccc(Br)cc2)o1)N1CCN(c2ncccn2)CC1
    .	0.9%	-0.1%	3.4%	i	-4.5%	-7.0%	.	4.6	-4.3%	-5.4%
- Cc1ccc(/C=N\NC(=O)c2ccc(Cn3cc(Br)c([N+](=O)[O-])n3)o2)o1
    4.0	-1.4%	0.4%	5.2%	i	-5.4%	8.8%	713	0.9	-1.6%	1.4%
- N/C(=N\OC(=O)Cc1ccc(Cl)cc1)c1ccncc1
    25.6	1.1%	3.4%	10.1%	i	-5.2%	3.3%	661	1.0	-5.7%	-0.1%
- Cn1c(CNC(=O)c2ccccc2F)nnc1SCc1nc2ccccc2c(=O)[nH]1
    0.3	-1.4%	-6.8%	12.6%	.	.	17.7%	578	.	-5.1%	2.2%
- COc1ccc(-c2nnc3ccc(SCC(=O)N4CCCCC4)nn23)cc1OC
    -3.5	2.3%	1.3%	-9.6%	i	-4.2%	14.3%	688	2.1	-2.3%	-3.1%
- COCCCNC(=O)CSc1nc2ccccc2c(=O)n1CCCN1CCCCC1
    7.5	2.7%	14.1%	13.9%	i	-0.7%	0.9%	785	0.5	0.0%	.
- CCN(CC)CCN(C(=O)c1cc(Cl)sc1Cl)c1nc2cc3c(cc2s1)OCO3
    -2.5	-2.6%	0.1%	7.6%	i	-5.2%	-4.1%	859	0.5	-5.8%	.
- Cc1cc(C)nc(NNC2=CC(=[N+]3CCCCC3)CC(C)(C)C2)n1
    -13.7	-2.3%	7.6%	13.7%	i	2.2%	11.2%	710	1.7	-1.3%	-7.3%
- O=C(COC(=O)C12CC3CC(CC(C3)C1)C2)N1CCN(S(=O)(=O)c2ccccc2)CC1
    1.0	-0.3%	-2.3%	7.2%	i	-2.5%	-1.6%	782	0.8	-7.8%	-5.9%
- Clc1ccccc1OCCCCn1ccnc1
    -4.9	0.1%	2.7%	-6.2%	i	-6.5%	1.0%	609	6.2	2.6%	-4.0%

Bioassay records deposited in PubChem by several laboratories.
